V-ATPase pHluor – alters yeast V-ATPase proton transport. S. cerevisiae, pHLuorin cytosolic pH fluorescence. response, % at 10 µM. hit rate 0.37% among 350,000; in the data active = response mostly above about 7.3%, no sharp cut-off; inactive = mostly below about 5.4%; also: actives read high; inactives centre near 0; some compounds called inactive have numbers as strong as hits; reference of the scale not given here
DAGLB inh – blocks human DAGLB lipase activity; AID 504411; hit rate 0.059% among 340,000; HEK293T DAGLB membrane lysate, EnzChek fluorogenic substrate; inhibition, % at 5.17 µM; in the data active = inhibition above about 34%;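 also: 0% = enzyme with vehicle and 100% = wells lacking enzyme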
Target sequence (Q8NCG7 whole entry, looked up): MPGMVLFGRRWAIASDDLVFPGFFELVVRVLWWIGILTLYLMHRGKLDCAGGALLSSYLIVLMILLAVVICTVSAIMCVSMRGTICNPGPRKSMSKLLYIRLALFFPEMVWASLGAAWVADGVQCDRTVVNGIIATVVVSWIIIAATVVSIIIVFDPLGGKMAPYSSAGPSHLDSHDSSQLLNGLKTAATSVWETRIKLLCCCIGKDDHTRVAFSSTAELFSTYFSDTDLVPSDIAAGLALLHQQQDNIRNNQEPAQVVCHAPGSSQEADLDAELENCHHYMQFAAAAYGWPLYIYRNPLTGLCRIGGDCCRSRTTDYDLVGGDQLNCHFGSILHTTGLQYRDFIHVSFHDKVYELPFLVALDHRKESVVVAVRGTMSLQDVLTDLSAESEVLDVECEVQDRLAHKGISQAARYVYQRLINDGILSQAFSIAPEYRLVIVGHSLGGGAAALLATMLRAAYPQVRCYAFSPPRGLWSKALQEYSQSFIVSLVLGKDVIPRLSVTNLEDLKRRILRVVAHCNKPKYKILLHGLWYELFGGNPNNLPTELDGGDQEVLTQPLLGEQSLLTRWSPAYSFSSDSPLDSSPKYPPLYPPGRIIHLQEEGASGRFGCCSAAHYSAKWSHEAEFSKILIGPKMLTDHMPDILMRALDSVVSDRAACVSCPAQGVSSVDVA
PKA-R2B activ – activators of human PKA-R2B complex | PKA-R2B holoenzyme dissociation, Cy5-IP20 fluorescence polarization; R2B truncated from residue 108, S112A mutant; 0% DMSO only, 100% 113 µM cGMP | activation, % at 11.4 µM | hit rate 0.079% among 340,000;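 active = activation above a cutoff set at the mean over all compounds plus 3 SD, cut at about 18% in these data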;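 also: higher means more holoenzyme dissociation and a rise in polarization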
Target sequence (P31323 whole entry, looked up, other chains not shown, the tested form may be a part): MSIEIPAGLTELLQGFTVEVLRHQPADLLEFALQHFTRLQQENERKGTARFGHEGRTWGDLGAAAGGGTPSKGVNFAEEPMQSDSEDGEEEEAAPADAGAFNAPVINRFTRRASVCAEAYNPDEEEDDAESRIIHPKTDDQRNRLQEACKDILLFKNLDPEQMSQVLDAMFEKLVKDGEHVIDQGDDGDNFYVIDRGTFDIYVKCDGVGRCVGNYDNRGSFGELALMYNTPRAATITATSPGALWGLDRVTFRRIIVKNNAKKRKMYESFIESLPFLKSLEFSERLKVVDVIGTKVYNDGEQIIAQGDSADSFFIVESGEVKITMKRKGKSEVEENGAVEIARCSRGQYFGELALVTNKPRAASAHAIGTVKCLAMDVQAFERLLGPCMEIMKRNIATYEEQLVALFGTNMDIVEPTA
HTR5A ag ctr – HTR5A agonism, opioid heterodimer counter-screen; activation, % at 9.3 µM; P47898; HTR5A agonist assay, luminescence, cell-based; hit rate 0.61% among 340,000; in the data active = activation mostly above about 9.5%, no sharp cut-off; inactive = mostly below about 7.6%;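 also: 0% = cells with vehicle only and 100% = reference agonist; strong numbers were not always called active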
HTR5A inv ctr – counter-screen for OPRM1-OPRD1 inverse agonists: human HTR5A inverse agonism; HTR5A cell line, luminescence; inhibition, % at 9.3 µM; hit rate 0.083% among 340,000; AID 504634; in the data active = inhibition mostly above about 23%, no sharp cut-off; inactive = mostly below about 18%;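 also: 0% = cells with DMSO and 100% = no-cell wells with DMSO; some compounds called inactive have numbers as strong as hits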
Arr AP2 block – blocks beta-arrestin peptide binding to AP2 adaptin | FITC-arrestin peptide / GST-AP2 beads, flow cytometry; AP2 beta2 appendage carries R879A mutation | hit rate 0.31% among 340,000 | AID 504490 | inhibition, % at 10 µM;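 active = inhibition above a set limit, near 3 SD of compounds lacking own fluorescence, cut at about 54% in these data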;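 also: plate controls were DMSO wells for no effect and 5 µM unlabelled arrestin peptide for full effect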
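Test system: GST-tagged AP2 beta2-adaptin appendage (R879A) on 4 µm glutathione beads; also added: fluorescein-tagged arrestin peptide at 50 nM final; timing: 12 min plus 1 h, RT; signal: flow cytometry, FL1 (488/535 nm); read-out: percent drop in bead-associated FITC signal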
OPRM1-OPRD1 inv – mu-delta opioid heterodimer inverse agonism | P35372+P41143 | cell-based MOR-DOR heterodimer luminescence | inhibition, % at 9.3 µM | hit rate 0.21% among 340,000; in the data active = inhibition above about 22%, passing the limit was not always enough;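 also: 0% = cells with DMSO and 100% = wells without cells with DMSO; values of inactives mirror those of a sister screen read the other way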
DSG3 Ab inh – blocks pemphigus antibody binding to human desmoglein-3; AID 588358; hit rate 0.48% among 310,000; DSG3-coupled beads, scFv-anti-DSG3-GFP binding, flow cytometry; active compounds read low; P32926; binding (percent of control), % at 10 µM;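 active = binding more than 3 SD below its plate's average and above zero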;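 also: hits lower antibody fragment binding to DSG3; some compounds called inactive have numbers as strong as hits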
PKA-R1A act – activators of PKA-R1A complex; hit rate 0.083% among 340,000; AID 504707; PKA-R1A dissociation, Cy5-IP20 fluorescence polarization; scaled: DMSO 0%, 113 µM cGMP 100%; activation, % at 11.4 µM; P00514+P68181;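 active = percent activation above the mean of all tested compounds plus 3 SD, cut at about 19% in these data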;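 also: higher means more PKAc released from R1A so a rise in polarization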
OPRM1-OPRD1 ag – OPRM1-OPRD1 heterodimerization agonism | cells, luminescence | hit rate 0.3% among 340,000 | AID 504326 | activation, % at 9.3 µM; in the data active = activation above about 18%;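 also: 0% = vehicle-treated cells and 100% = reference agonist; values of inactives mirror those of a sister screen read the other way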
Starred values were filed as active, the others as inactive; / = no result given.

SMILES	V-ATPase pHluor	DAGLB inh	PKA-R2B activ	HTR5A ag ctr	HTR5A inv ctr	Arr AP2 block	OPRM1-OPRD1 inv	DSG3 Ab inh	PKA-R1A act	OPRM1-OPRD1 ag
Cc1ccc(NC(=O)C(C)N2CCCc3ccccc32)cc1S(=O)(=O)N1CCOCC1 (stereo unspecified)	-1	0	-11	/	/	/	/	105	1	/
Cc1ccc(CNS(=O)(=O)N(C)C)cc1	-1	1	-3	-2	19	-1	10	/	-5	-1.7
Cc1cc2ncc(C(=O)Nc3ccsc3C(=O)O)c(C)n2n1	-2	0	-5	-2	-9	5	21	106	-2	-4.4
CCOc1ccccc1NC(=O)CC1(CC(=O)N2CCOCC2)CCCC1	0	3	-5	-4	12	-15	11	90	1	-1.8
NC(=O)CC(NC(=O)c1cccc(Br)c1)c1ccc(N2CCCCCC2)c([N+](=O)[O-])c1 (stereo unspecified)	-5	10	-5	-2	-24	-10	7	97	7	-1.2
COc1cc(C(=O)NNC(=O)c2cc(C)[nH]n2)cc(OC)c1OC	-1	0	-1	-3	7	-28	-4	101	1	0.8
CCC(c1nnnn1C(C)(C)C)N1CCN(c2cc(Cl)ccc2C)CC1 (stereo unspecified)	-7	-8	1	-3	7	35	-2	/	1	0.5
CCOc1ccc(CNC(=O)CCC(=O)n2ncc3ccc(Cl)cc32)cc1	-2	-1	0	2	1	-6	2	99	-8	-0.3
COc1cc2c(cc1OC)/C(=C/c1ccc(Cl)cc1)C(=O)OC2	-2	-2	-13	-2	-9	3	-4	105	-14	0.9
CCCCS(=O)(=O)/C=C\C1C2C=CC(C2)C1S(=O)(=O)CCCC (stereo unspecified)	5	-3	8	-3	7	-6	7	106	-2	-1.2
Cc1ccc(S(=O)(=O)C(C#N)c2nc3ccccc3nc2N2CC(C)OC(C)C2)cc1C (stereo unspecified)	2	6	-4	2	-6	11	10	100	-8	-2.0
COc1cccc(NC(=S)NCc2cccs2)c1	-1	1	-1	-1	9	0	3	111	6	-0.7

For convenience, five of the compounds above:
SMILES	V-ATPase pHluor	DAGLB inh	PKA-R2B activ	HTR5A ag ctr	HTR5A inv ctr	Arr AP2 block	OPRM1-OPRD1 inv	DSG3 Ab inh	PKA-R1A act	OPRM1-OPRD1 ag
CCOc1ccc(CNC(=O)CCC(=O)n2ncc3ccc(Cl)cc32)cc1	-2	-1	0	2	1	-6	2	99	-8	-0.3
COc1cc2c(cc1OC)/C(=C/c1ccc(Cl)cc1)C(=O)OC2	-2	-2	-13	-2	-9	3	-4	105	-14	0.9
CCCCS(=O)(=O)/C=C\C1C2C=CC(C2)C1S(=O)(=O)CCCC (stereo unspecified)	5	-3	8	-3	7	-6	7	106	-2	-1.2
Cc1ccc(S(=O)(=O)C(C#N)c2nc3ccccc3nc2N2CC(C)OC(C)C2)cc1C (stereo unspecified)	2	6	-4	2	-6	11	10	100	-8	-2.0
COc1cccc(NC(=S)NCc2cccs2)c1	-1	1	-1	-1	9	0	3	111	6	-0.7

The listing continues:
SMILES	V-ATPase pHluor	DAGLB inh	PKA-R2B activ	HTR5A ag ctr	HTR5A inv ctr	Arr AP2 block	OPRM1-OPRD1 inv	DSG3 Ab inh	PKA-R1A act	OPRM1-OPRD1 ag
COc1ccc(C(=O)NC(=S)Nc2ccc([N+](=O)[O-])cc2C)cc1OC	3	-5	-20	-1	-9	-10	16	103	-5	-2.8
Cc1ccc(C(=O)N2CCN(c3ncccn3)CC2)cc1NC1=NC2CS(=O)(=O)CC2S1 (stereo unspecified)	6	-4	3	5	0	-15	11	102	-13	-1.9
CN(CCCNC(=O)COc1cc(=O)n(C)c2ccccc12)Cc1ccccc1	0	1	1	-1	-9	-4	9	101	4	-1.7
CCCCn1c(N)c(N(CC(C)C)C(=O)C2CCN(C(=O)c3ccc(F)cc3)CC2)c(=O)[nH]c1=O	2	-1	7	-5	13	8	2	113	-2	-0.5
COc1ccc(OCC(=O)Nc2ccc3c(c2)nc(CCN2CCC(C)CC2)n3C)cc1	3	0	0	10	-8	1	17	103	1	-3.4
Cc1ccc(NC(=O)c2ncn(CCCNCc3ccccn3)n2)cc1C	-2	-5	3	4	-16	-2	8	109	1	-1.8
CC1CCC(NC(=O)CN(C)CC(=O)Nc2ccc(F)cc2)CC1 (stereo unspecified)	5	-1	-7	6	15	-14	0	101	-16	0.1
CC1CCCN(S(=O)(=O)c2cccc(C(=O)OCC(=O)N(C)Cc3c(F)cccc3Cl)c2)C1 (stereo unspecified)	3	-1	-5	-2	6	11	-11	108	-8	2.6
COc1cccc(NC(=O)CSc2nc(=O)n(CCN(C)C)c3c2CCCC3)c1	-1	-1	1	5	-11	16	12	102	-13	-2.3
COc1ccc(C(CNC(=O)CNC(=O)c2cc(OC)c(OC)c(OC)c2)N2CCOCC2)cc1 (stereo unspecified)	4	-6	-9	6	-17	-5	6	93	0	-1.0
CCCN(CCC)C(=O)CC(c1ccccc1)c1ccco1 (stereo unspecified)	1	-2	1	-1	14	12	2	96	2	-0.4
O=C(N/C(=C/c1cccnc1)C(=O)N1CCOCC1)c1ccccc1Br	1	1	1	-3	4	-2	4	107	-14	-0.5
Cc1sc2ncn(CC(=O)OC(C)C(=O)NC(C)(C)C)c(=O)c2c1C (stereo unspecified)	1	-2	-1	0	7	9	-7	/	5	1.1
O=S(=O)(NC1CCCCCC1)c1cccc(Cl)c1	0	-5	-7	3	-14	5	-17	94	-2	3.3
N#Cc1ccc(-c2ccc(OCC(=O)NN=Cc3ccncc3)cc2)cc1	1	1	0	-1	3	3	0	/	0	-0.1
C/C(=C\c1ccc(C(=O)O)cc1)c1ccc2c(c1)C(C)(C)CCC2(C)C	0	2	-9	-2	7	1	-1	/	2	0.2
CCSc1nc2ccccc2c(=O)n1OCC(=O)OC	-5	-3	-4	7	-18	-1	-6	98	-4	1.4
CC(C)CN1CCN(Cc2cccc3cccnc23)CC1CCO (stereo unspecified)	0	1	-13	2	-6	13	2	105	5	-0.3
COc1ccc(C(=O)N/C(=C\c2ccco2)C(=O)OCc2ccco2)cc1	-1	-1	-1	-2	15	-5	17	/	-7	-3.3
COCc1cc(C)nc(N2CCN(Cc3ccccc3)CC2)c1C#N	-4	-9	6	7	-17	-22	9	105	5	-2.2
CC(C)(C)c1ccc(C(=O)C2CCCN(C(=O)C3CCOCC3)C2)cc1 (stereo unspecified)	4	-2	-6	-3	2	37	3	96	-7	-0.7
O=C(CSc1ncnc2c1cnn2-c1ccccc1)Nc1ccccc1	4	2	-2	4	-10	-13	-30	100	-6	5.1
CCCC1=NN(C(=O)Cc2ccc(OC)cc2)C(O)(C(F)(F)F)C1 (stereo unspecified)	0	-4	5	4	-7	-5	-17	98	8	2.7
COc1cccc(CN(C)C(=O)c2cc(COc3ccc4ncccc4c3)on2)c1	0	-2	-3	0	1	20	-9	106	-9	1.7
CN(C(=O)C1CCC(=O)N(CCc2ccc(Cl)cc2)C1)C1CCOCC1 (stereo unspecified)	1	1	11	-1	8	-12	15	103	-5	-2.9
CCN(Cc1ccncc1)S(=O)(=O)c1ccc(C(C)=O)cc1	0	0	-10	5	-23	0	-3	106	3	0.6
CN1OC[C@@H]2CN(C(=O)CCc3ccccc3)[C@H](c3cccc(-c4ccc(C#N)cc4)c3)C[C@@H]21	-4	-5	4	1	-2	-9	11	93	-16	-2.3
O=c1cc(-c2ccsc2)oc2cc(-c3ccc4c(c3)OCO4)ccc12	5	-1	-10	-3	8	-4	2	109	-12	-0.3
CC(C)N(CCc1ccncc1)C(=S)Nc1cccc(Cl)c1	-5	-1	-4	7	-22	17	3	99	-6	-0.5
CCCCNC(=S)NNC(=O)c1ccc(Br)o1	-2	-2	-8	1	-14	-13	18	123	-4	-3.2
COc1cc(/C=C2/C(=O)ON=C2C)cc(Cl)c1O	5	0	-4	-3	10	2	15	99	0	-3.2
Cc1cc2c3c(c1C)C1(C(=O)N3C(C)(C)CC2C)C(C#N)=C(N)Oc2n[nH]c(C)c21 (stereo unspecified)	0	-17	-5	5	11	9	-1	104	-17	0.3
CC12CCC(CC1O)C2C(=O)O (stereo unspecified)	0	0	0	/	/	/	/	107	11	/
O=C(NNC(=O)c1cccnc1)Nc1ccc(Cl)c(Cl)c1	0	-4	-3	1	-2	7	0	/	14	0.0
C=CCN1c2ccccc2[C@]23C[C@@H](C(=O)OC)N(C(=O)NC4CCCC4)C2=NC(C(=O)OC)=C(C(=O)OC)[C@H]13	-5	1	-7	-5	15	-16	9	94	5	-1.5
CC(C)c1ccc(/C=N/NC(=O)C(=O)NCCCN2CCOCC2)cc1	1	0	-10	4	-9	23	5	98	0	-1.0
Cc1ccccc1C(=O)Nc1cccc(N)c1	8	2	-3	4	-3	5	-11	83	9	1.8
COc1ccc(/C(C)=N/OCC(=O)N=Nc2c(O)[nH]c3ccc(Br)cc23)cc1	-1	3	-5	-4	-17	11	3	125	3	-0.5
CCOC(=O)C(=Cc1ccccc1OC)C(=O)OCC	6	-1	-16	-4	10	-9	-19	93	-17	2.6
Cc1nnsc1S(=O)c1ccc(Br)cc1 (stereo unspecified)	-1	-2	5	0	-1	-13	10	96	0	-1.8
CCOc1cc(/C=C/C(=O)NCCc2ccc(S(N)(=O)=O)cc2)ccc1OCC(C)C	-2	0	-4	7	2	-5	11	98	-15	-2.1
COc1cc(NC(=O)c2ccccc2)c(OC)cc1NC(=O)CN1CCCCC1	-1	2	7	-2	7	20	9	98	2	-1.6
O=C(CCCN1CCC(C(=O)c2ccc(F)cc2)CC1)c1ccc(F)cc1	0	0	3	1	-34	-7	-4	96	0	0.8
CCOC(=O)c1ccccc1NC(=S)N1CCC(C(N)=O)CC1	3	3	-9	2	2	12	11	99	-6	-2.0
CCOC(=O)c1cc(S(=O)(=O)NCc2ccc3c(c2)OCO3)cn1C	-2	-1	-10	4	9	1	13	105	-14	-2.6
CCn1cc(C(=O)O)c(=O)c2cnc(N3CCN(C(=S)NC(=O)c4ccc(F)c(F)c4)CC3)nc21	-6	-3	-4	-2	11	-1	-3	/	-3	0.5
O=C1CC(c2ccccc2)Sc2nc(-c3ccccc3)c(-c3ccccc3)n21 (stereo unspecified)	-1	0	-5	5	14	8	-7	100	2	1.7
CCOc1ccc(-c2nnn(CC(=O)c3cc(OC)ccc3OC)n2)cc1	2	-2	-22	0	-1	6	19	110	-6	-4.2
C=CCN(C(=O)CSc1nc2[nH]ncc2c(=O)n1-c1ccccc1OC)c1ccccc1	2	3	12	1	15	8	-2	102	2	0.5
CSc1nnc(-c2sccc2OCc2ccc(C)cc2)n1C	2	-1	4	1	-4	0	0	97	2	-0.1
CC(=O)Nc1ccc(S(=O)(=O)NCCN2CCOCC2)cc1	-1	-2	1	4	-9	5	7	93	6	-1.2
Cn1nc(CC(=O)NC2CCCCCC2)c2ccccc2c1=O	-3	3	4	6	-16	23	10	99	-3	-2.0
Cc1ccc(/C=N/NC(=O)CNC(=O)c2cccs2)cc1	-5	1	-7	3	11	39	2	105	1	-0.6

Screens (PubChem BioAssay)
